Bioassay records deposited in PubChem by several laboratories.
PMI inhibitors: inhibitors of human PMI, primary screen, biochemical, fluorescence intensity, coupled assay (AID 1209) | actives 0.42% (n = 190,000) | one-dose inhibition, % at 20 µM; IC50 in µM for titrated hits | purified PMI enzyme, coupled fluorescence intensity; higher % means a stronger effect;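 note: plate controls were DMSO vehicle for no effect and wells lacking substrate for full effect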
M17LAP inhibition: P. falciparum M17LAP inhibitors, primary screen, biochemical, fluorogenic H-Leu-NHMec substrate, 1536-well (AID 1619) | inhibition, % at 30 µM, or IC50 in µM where a hit was titrated | actives 0.38% (n = 220,000) | recombinant M17LAP, H-Leu-NHMec fluorogenic kinetic assay; higher % means a stronger effect;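 active = compound inhibiting the enzyme by more than half at any dose during confirmatory dose-response retesting; inconclusive = strong single-dose inhibitors picked by rank but not retested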;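 note: plate controls were full reaction with DMSO carrier for no effect and no enzyme background for full effect; strong numbers were not always called active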
TNAP activators: stimulation of alkaline phosphatase TNAP activity – biochemical, luminescent, no phosphate acceptor, uHTS, primary screen (AID 1001); purified TNAP, luminescent activation assay, no phosphate acceptor; higher activation fold means a stronger effect; one-dose activation fold at 20 µM; EC50 in µM for titrated hits; actives 0.03% (n = 200,000); in the data active = activation fold from about 3, or a potency from the dose series; inactive = the rest, 99 in 100 with activation fold below about 1.6; note: many of its hits are not listed in these tables
K1F lysis inhibition: protection from phage-mediated lysis, alamar blue read-out – E. coli UTI89, K1F phage, bacterial capsule biogenesis inhibitors (AID 488966); E. coli UTI89 K1F phage lysis, alamar blue, 2 h; higher % means a stronger effect; inhibition, % at 100 µM; hits with a dose series show IC50 in µM; actives 0.02% (n = 340,000);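 active = phage lysis inhibition, versus mean bacterial control, above a set limit; inconclusive = no clear call, values can overlap the other calls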;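 note: capsule biogenesis inhibitors block K1F phage lysis so surviving cells raise fluorescence; higher fluorescence means more inhibition of phage lysis; actives were called in the ten point dose series up to 300 µM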
T cell HTS: T cell immune modulation candidate. 2C CD8+ T cell-vesicle binding, flow cytometry; stronger effect = lower value. calls only at 7 µM. actives 0.068% (n = 330,000);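 active = response, share of CD8 T cells binding vesicles, and their 90th percentile fluorescence all below set limits, cut at about 80% in these data, passing the limit was not always enough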
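Material: murine 2C transgenic CD8+ T lymphocytes / Also added: QL9-peptide-loaded Drosophila micro-vesicles bearing Ld, ICAM-1 and B7-1 / Schedule: binding step 1.5 h, 37 °C, antibody labelling 20 min, ice / Signal: flow cytometry, PE anti-B7-1 (FL2) versus Alexa647 anti-CD8 (FL8), PFA-fixed / Evaluation: percent CD8+ FL2 mean versus row control / Benchmarks: naked versus QL9-loaded vesicles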
West Nile virus CPE: inhibition of WNV-induced cytopathic effect – cell-based, CPE readout (AID 1621) | West Nile virus-infected cells, CPE inhibition; higher % means a stronger effect | CPE inhibition, % at 10 µM, or IC50 in µM where a hit was titrated | actives 0.02% (n = 290,000); in the data active = a potency from the dose series; inconclusive = CPE inhibition mostly from about 3.7% at the one dose, without a potency; inactive = the rest, 99 in 100 with CPE inhibition below about 2.2%; note: strong numbers were not always called active
RSV antiviral HEp-2: inhibition of RSV-induced cytopathic effect – HEp-2 cells, primary 10 µM value included (AID 2391); one-dose CPE inhibition, % at 10 µM; IC50 in µM for titrated hits; HEp-2 cells, RSV-induced CPE inhibition; higher % means a stronger effect; actives 0.13% (n = 310,000); in the data active = a potency from the dose series; inconclusive = CPE inhibition mostly from about 23% at the one dose, without a potency; inactive = the rest, 99 in 100 with CPE inhibition below about 21%; note: strong numbers were not always called active
M1AAP inhibition: P. falciparum M1AAP inhibitors, biochemical, fluorogenic H-Leu-NHMec substrate, 1536-well (AID 1445); recombinant M1AAP, H-Leu-NHMec fluorogenic kinetic assay; higher % means a stronger effect; inhibition, % at 30 µM; hits with a dose series show IC50 in µM; actives 0.42% (n = 220,000);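 active = primary inhibition above the hit cutoff, then over 50% inhibition at one or more dose response concentrations, cut at about 23% in these data, passing the limit was not always enough; inconclusive = conflicting primary data, or primary hits not chosen for dose response; inactive = low primary inhibition, or under 50% at every dose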;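 note: plate controls were DMSO full reaction for no effect and no enzyme background for full effect; strong numbers were not always called active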
PMI inhibition: human PMI inhibitors, high substrate, primary screen, biochemical, fluorescence intensity, high mannose 6-phosphate (AID 1220) | recombinant PMI enzyme, coupled fluorescence intensity; higher % means a stronger effect | inhibition, % at 20 µM; hits with a dose series show IC50 in µM | actives 0.66% (n = 190,000)
T cell HTS vesicle-bound %: further read-out of T cell HTS, marked with its call; double positive events, %; measured here: CD8+ vesicle-bound cell fraction;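 binding gate set so that unloaded-vesicle control wells show 10% double positive cells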
Starred values were filed as active, the others as inactive; i = inactive; ? = inconclusive; · = no result given; [ ] = another dose, or the depositor's remark. Cut-off read from the data, not from the text of the source, unless noted: active = inhibition above about 50%; inactive = the rest.

cpd	structure	PMI inhibitors	M17LAP inhibition	TNAP activators	K1F lysis inhibition	T cell HTS	T cell HTS vesicle-bound %	West Nile virus CPE	RSV antiviral HEp-2	M1AAP inhibition	PMI inhibition
1	COC(=O)CN(c1nc(C)cc(OC)n1)S(=O)(=O)c1ccccc1	25.1%	-8.4%	1.1	0.2%	·	·	-0.2%	·	-7.2%	21.1%
2	CSc1ccc(CN2CCN(C3CCCC3)C(CCO)C2)cc1 (stereo not drawn)	14.4%	-8.5%	1.1	0.2%	i	46.2	0.1%	-2.4%	3.7%	6.5%
3	CCOC(=O)CCSc1nc(-c2ccc3c(c2)OCO3)cc(C(F)(F)F)c1C#N	0.1%	6.2%	1.1	2.5%	i	48.3	-0.2%	-1.6%	-4.7%	-2.2%
4	Cc1ccc(-c2nnc(-n3nc(C)cc3C)c3ccccc23)cc1	0.7%	5.8%	1.1	6.8%	i	38.7	-1.1%	3.0%	-3.6%	-7.9%
5	Cc1noc(/C=C/N(C)C)c1S(=O)(=O)N1CCCC(C(=O)NC2CCCCC2)C1 (stereo not drawn)	9.2%	23.3%	1	1.1%	i	30.1	-0.2%	3.5%	4.6%	8.3%
6	CCOCCCN(Cc1ccco1)C(=O)c1cc2c(=O)[nH]c3ccc(C)cc3c2s1	1.0%	4.5%	1.1	5.4%	i	31.3	0.5%	11.8%	4.7%	8.3%
7	CC1CCN(c2ccc(NC(=O)Cc3ccccc3)cc2)CC1	13.5%	-6.1%	1.1	0.3%	i	41.8	-0.4%	-0.2%	-3.5%	16.2%
8	Cc1cc(C)cc(N(CC(=O)N2CCC(C)CC2)S(C)(=O)=O)c1	6.6%	3.9%	1.1	0.5%	i	29.0	0.0%	-1.1%	1.2%	7.2%
9	Cc1ccc(S(=O)(=O)CCc2nc3ccccc3[nH]2)cc1	·	6.4%	1.1	0.1%	i	6.6	-1.4%	1.4%	3.8%	·
10	S=C(Nc1ccccc1)Nn1cnnc1	48.4%	0.4%	0.9	4.3%	i	56.7	-0.3%	0.4%	3.7%	23.3%
11	CCOC(=O)Nc1ccccc1C(=O)N1CCOCC1	7.4%	0.0%	1.1	-0.1%	i	29.6	0.5%	0.7%	-2.8%	6.1%
12	CC(Oc1ccc(Cl)cc1Cl)C(=O)Nc1ccc(OCC(=O)O)cc1 (stereo not drawn)	6.8%	-1.5%	1.1	0.1%	i	35.2	0.8%	0.3%	1.3%	3.1%
13	CC(=O)c1cccc(NC(=O)CSc2ccc(-c3ccco3)nn2)c1	·	·	·	0.3%[50 µM]	i	8.9	-0.7%	1.7%	·	·
14	Cc1ccc(-n2nc(C(=O)NN)c(C)c(C#N)c2=O)cc1Cl	·	·	·	0.5%	i	37.6	-0.6%	3.0%	·	·
15	COc1cc(N)ccc1-c1cc2ccccc2oc1=O	·	·	·	0.0%	i	52.3	-0.5%	2.7%	·	·
16	O=C(NCCc1ccco1)C(=O)NCC1OCCCN1S(=O)(=O)c1ccc(Cl)cc1 (stereo not drawn)	·	·	·	0.0%	i	28.2	-1.2%	2.4%	·	·
17	CC(C)NC(=O)N1CCOCCOCCN(C(=O)NC(C)C)CCOCCOCC1	5.4%	5.0%	1.1	0.3%	·	·	0.0%	·	-0.6%	1.3%
18	O=C(Nc1ccc(-c2csc(-c3ccccc3)n2)cc1)c1ccccc1Cl	10.8%	2.4%	1.1	0.6%	i	34.3	-0.2%	0.7%	3.7%	10.3%
19	CC(Oc1ccccc1)c1ccn[nH]1 (stereo not drawn)	5.7%	2.8%	1	0.2%	i	57.2	1.4%	-0.6%	-1.5%	3.7%
20	CC12CCC(C(=O)Nc3ccccc3-n3cccc3)(CC1=O)C2(C)C (stereo not drawn)	10.1%	-4.8%	1	-0.2%	i	37.2	-0.5%	1.1%	-2.5%	2.9%
21	O=[N+]([O-])c1ccc(N2CCN(c3ccccc3O)CC2)c(Cl)c1	10.0%	-1.7%	1	-0.9%	i	43.7	-0.9%	1.9%	10.6%	17.8%
22	Nc1c(N2CCOCC2)cc(Cl)c2nonc12	43.6%	-3.8%	1	0.6%	i	34.9	0.3%	2.0%	11.8%	·
23	CCC(C)Cn1c(C)nc2ccccc21 (stereo not drawn)	11.6%	-1.4%	1.1	1.4%	i	47.6	-0.4%	-0.6%	-2.1%	7.1%
24	c1ccc2c(c1)OCC(c1csc3ncnc(N4CCOCC4)c13)O2 (stereo not drawn)	20.2%	-3.8%	1.1	3.0%	i	42.0	0.5%	21.7%	1.2%	39.2%
25	CC(C)N(Cc1nc2ccccc2[nH]1)C(C)C	-1.8%	-4.1%	1	3.1%	i	33.4	-0.1%	5.7%	-2.3%	-3.1%

Next part; the last 2 above are carried over.
cpd	structure	PMI inhibitors	M17LAP inhibition	TNAP activators	K1F lysis inhibition	T cell HTS	T cell HTS vesicle-bound %	West Nile virus CPE	RSV antiviral HEp-2	M1AAP inhibition	PMI inhibition
24	c1ccc2c(c1)OCC(c1csc3ncnc(N4CCOCC4)c13)O2 (stereo not drawn)	20.2%	-3.8%	1.1	3.0%	i	42.0	0.5%	21.7%	1.2%	39.2%
25	CC(C)N(Cc1nc2ccccc2[nH]1)C(C)C	-1.8%	-4.1%	1	3.1%	i	33.4	-0.1%	5.7%	-2.3%	-3.1%
26	COc1ccc(/C(C)=N/OCC(=O)Nc2nc3ccccc3s2)cc1	2.5%	7.7%	1.1	1.6%	i	57.1	-0.6%	?	5.2%	-19.0%
27	CCOC(=O)CC(=O)Nc1ccn[nH]1	·	8.8%	·	-0.8%	i	24.0	0.2%	0.5%	17.2%	·
28	COC(=O)c1cc2sccc2n1Cc1nc(-c2cccc(Cl)c2)oc1C	12.2%	-1.0%	1	0.0%	i	38.1	0.0%	3.4%	7.6%	17.7%
29	Cc1ccc(S(=O)(=O)N(C)Cc2ccc(C(=O)N/N=C/c3ccc(OC(F)F)cc3)cc2)cc1	-9.3%	11.2%	1	0.3%	i	11.4	-1.0%	1.8%	-3.0%	-11.1%
30	O=C(c1cn[nH]c1)N1CCc2c([nH]c3ccccc23)C1c1c(F)cccc1Cl (stereo not drawn)	15.3%	-0.1%	1.1	-0.3%	i	45.5	2.6%	2.0%	9.2%	8.1%
31	COc1ccc(C(=O)NC2CCCc3ccccc32)cc1 (stereo not drawn)	·	·	·	0.3%	i	8.7	0.2%	1.6%	·	·
32	NNc1nc2ccccc2c(=O)n1Cc1ccccc1	·	·	·	0.1%	i	40.6	-1.6%	4.7%	·	·
33	O=C(NC1CCc2ccccc21)c1cc(COc2ccc(F)cc2Cl)on1 (stereo not drawn)	17.1%	11.6%	1	1.1%[50 µM]	i	30.4	-0.7%	-1.4%	3.6%	16.1%
34	CCOC(=O)NCCc1ccc(OC)cc1	10.6%	4.6%	1.2	1.0%	i	26.6	0.3%	2.6%	4.9%	3.1%
35	O=C(c1cccc(Cl)c1)C1CCCN(C(=O)c2ccoc2)C1 (stereo not drawn)	7.9%	0.0%	1.1	-0.7%	i	49.1	-0.4%	-0.6%	2.6%	-4.1%
36	Cc1ccc(NC(=O)CC2Oc3ccc(C)cc3NC2=O)cc1 (stereo not drawn)	8.2%	3.7%	1.1	3.1%	·	·	-0.1%	·	4.0%	-0.2%
37	O=C(CCCN1C(=O)C(c2ccccc2)Oc2cccnc21)NCc1ccccc1F (stereo not drawn)	·	·	·	0.1%	i	26.1	-0.1%	5.6%	·	·
38	CCN(CC(=O)Nc1c(F)cccc1F)C(=O)Cc1ccccc1	-6.4%	-3.3%	1	0.3%	i	44.4	-0.3%	2.1%	3.5%	-9.4%
39	COc1cc(-c2nnc(COc3ccc4ccccc4c3)o2)cc(OC)c1OC	9.6%	4.8%	0.9	0.2%	i	30.7	·	15.1%	5.8%	15.7%
40	COCC(C)N1CC(O)=C(c2nc(-c3ccc(Cl)cc3)cs2)C1=N (stereo not drawn)	2.5%	-4.9%	1.2	-0.1%	i	28.9	-0.7%	-0.4%	-1.9%	-4.7%
41	CC(=O)Nc1ccc2sc(NC(=O)CN3CCOCC3)nc2c1	·	·	·	-0.1%	i	57.3	0.8%	1.2%	·	·
42	O=C(CSc1ccc2ccccc2c1)NCc1cccs1	22.8%	1.6%	1.1	2.6%[50 µM]	i	36.5	-0.1%	2.8%	4.7%	14.7%
43	Cc1cc(C)c(C)c(S(=O)(=O)N2CCN(Cc3nc4ccccc4[nH]3)CC2)c1C	-1.7%	2.0%	1.2	2.1%	i	11.9	-0.3%	-2.0%	-5.0%	-7.2%
44	Cc1sc(NC(=O)CSc2nnc(CCNC(=O)c3cccs3)n2C)nc1-c1ccccc1	-3.6%	-7.5%	1	0.0%	i	27.6	-0.2%	1.0%	0.8%	10.0%
45	Cn1c(=O)n(C)c2cc([N+](=O)[O-])c(N3CCN(S(=O)(=O)c4ccc5ccccc5c4)CC3)cc21	7.2%	-8.2%	0.9	3.3%	i	38.7	-0.9%	?	-0.1%	2.0%
46	CCOC(=O)C1(CCOC)CCN(Cc2ccccc2-c2ccco2)CC1	3.5%	-2.8%	1.1	0.4%	i	12.4	-1.4%	-1.4%	-0.8%	7.9%
47	Cc1ccc2c(c1)C(c1ccccc1)N(C(=O)c1cc3ccccc3oc1=O)CC(=O)N2 (stereo not drawn)	-2.7%	2.4%	1.1	-1.4%	i	36.0	·	3.8%	6.1%	10.1%
